Compound activity: PubChem BioAssay, several laboratories
SMARCA2 act – increases SMARCA2 function in MMTV reporter cells. MG213 cells, MMTV-luciferase reporter, dexamethasone, overnight. activation, % at 9.1 µM. 370,000 compounds, 1% hits. AID 652017; in the data active means activation above about 7.8%;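 further: 0% = vehicle wells and 100% = reference activator wells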
NPR1 activator – GC-A (human) enzyme activation; activation, % at 10 µM; 370,000 compounds, 0.14% hits; AID 1671463; P16066; HEK293 GC-A cells, cGMP TR-FRET, EC30 ANP; 0% at EC30 ANP, 100% saturating ANP; in the data active means activation above about 40%
ASAP1 inh – blocks human ASAP1-stimulated Arf1 GTP hydrolysis. inhibition, % at 16.5 µM. 360,000 compounds, 0.19% hits. Q9ULH1. GDP FP detection. AID 624377; in the data active means inhibition above about 25%;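 further: 0% = vehicle with enzyme and substrate and 100% = no enzyme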
ARFGAP1 inh – inhibitors of rat ARFGAP1; Q62848; Arfgap1-stimulated ARF1 GTP hydrolysis, GDP FP detection; inhibition, % at 16.5 µM; 360,000 compounds, 0.26% hits; AID 651572;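 active means inhibition above a per-plate limit, mean inhibition of low control wells plus 3 SD, cut at about 25% in these data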;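 further: 0% = DMSO wells with enzyme and 100% = wells lacking Arfgap1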
Target sequence (Q62848 1-136 limits assumed): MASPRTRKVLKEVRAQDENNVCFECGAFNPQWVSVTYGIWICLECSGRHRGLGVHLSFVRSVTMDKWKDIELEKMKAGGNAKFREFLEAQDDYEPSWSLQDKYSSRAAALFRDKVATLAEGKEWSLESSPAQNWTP
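Material: rat Arfgap1 catalytic domain, aa 1-136; also added: human ARF1(Δ1-17)-GTP substrate; compound dosing: one concentration, 16.5 µM, DMSO 1.26%; incubation: GTP hydrolysis reaction 2 h at 25 °C; measured by: Tracer-displacement fluorescence polarization with EDTA stop, 620/688 nm; evaluation: % inhibition from polarization; repeats: one replicate per compound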
ABHD4 inh – ABHD4 (mouse) inhibition, primary FP screen. purified mABHD4, FP-Rh probe fluorescence polarization. inhibition, % at 8.92 µM. 370,000 compounds, 0.54% hits;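 active means inhibition exceeding the mean over every tested compound plus 3 SD, cut at about 30% in these data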;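 further: 0% = plate median of compound wells and 100% = S159A mutant with DMSO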
Target sequence (Q8VD66 whole entry, looked up): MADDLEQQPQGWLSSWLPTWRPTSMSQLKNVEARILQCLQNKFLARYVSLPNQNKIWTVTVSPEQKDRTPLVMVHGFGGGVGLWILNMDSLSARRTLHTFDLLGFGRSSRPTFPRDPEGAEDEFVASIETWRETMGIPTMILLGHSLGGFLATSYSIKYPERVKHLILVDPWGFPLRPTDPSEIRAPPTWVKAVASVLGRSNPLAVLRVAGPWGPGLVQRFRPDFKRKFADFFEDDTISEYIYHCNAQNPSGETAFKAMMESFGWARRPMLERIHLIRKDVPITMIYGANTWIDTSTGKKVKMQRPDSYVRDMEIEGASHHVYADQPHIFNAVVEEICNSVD
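Test system: mABHD4 protein | Buffer or medium: HEPES pH 7.0 buffer, 150 mM NaCl, 0.01% Pluronic F-127 | Probe or stimulus: FP-Rh fluorescent activity-based probe, added after compound pre-incubation | Timing: Pre-incubation 45 min, probe exposure 60 min, at 25 °C | Technique: Fluorescence polarization, excitation 525 nm, emission 598 nm, BODIPY TMR filters | Repeats: Single well per compound (singlicate)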
HTRA1 inhibitor – inhibitors of human serine peptidase HTRA1 | inhibition, % at 5.96 µM | recombinant HTRA1, FP-rhodamine activity-based probe, fluorescence polarization | 340,000 compounds, 0.5% hits | Q92743; in the data active means inhibition above about 36%;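 further: 0% = enzyme with DMSO and 100% = wells lacking enzyme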
Target sequence (Q92743 whole entry, looked up): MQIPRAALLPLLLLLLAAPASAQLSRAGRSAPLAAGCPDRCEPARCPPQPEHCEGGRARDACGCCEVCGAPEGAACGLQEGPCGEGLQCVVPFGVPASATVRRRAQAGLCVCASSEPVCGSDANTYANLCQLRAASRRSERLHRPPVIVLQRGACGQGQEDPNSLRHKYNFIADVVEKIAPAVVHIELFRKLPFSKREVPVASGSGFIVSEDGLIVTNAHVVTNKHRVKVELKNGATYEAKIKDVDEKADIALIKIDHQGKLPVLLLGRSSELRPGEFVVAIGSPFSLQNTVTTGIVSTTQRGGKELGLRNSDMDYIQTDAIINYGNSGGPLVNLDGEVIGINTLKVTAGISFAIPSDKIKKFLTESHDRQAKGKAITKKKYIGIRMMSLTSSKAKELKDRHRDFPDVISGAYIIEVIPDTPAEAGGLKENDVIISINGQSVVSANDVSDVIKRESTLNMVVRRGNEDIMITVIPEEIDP
rCAG binder – r(CAG) repeat RNA binding; TO-PRO-1 dye displacement fluorescence; inhibition, % at 3 µM; 370,000 compounds, 1.3% hits; AID 651821;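 active means inhibition above the plate cutoff, the mean of all test compounds on that plate plus 3 SD, cut at about 35% in these data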;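 further: 0% = DMSO alone and 100% = 100 µM mitoxantrone as full dye displacement; higher means more dye released from RNA so lower well fluorescence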
Rev-erbA mod – modulates human Rev-erb alpha binding to DNA; AID 1259318; activity, % at 10 µM; P20393; Rev-erbα–FITC-DNA binding, fluorescence polarization, 90 min; 370,000 compounds, 0.79% hits;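 active means activity above about 14%, limit read from the data; passing the limit was not always enough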;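 further: 0% = DMSO wells with 35 nM protein and 100% = DMSO wells with 750 nM protein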
GC-B act – GC-B (human) receptor activation; P20594; 370,000 compounds, 0.11% hits; AID 1920062; HEK293-GC-B cells, CNP EC30, cGMP TR-FRET; 0% at EC30 CNP, 100% saturating CNP; activation, % at 10 µM;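 active means activation at 10 µM reaching about 35% in either raw or pattern-adjusted values, limit read from the data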
PG9 binder – small molecules binding HIV-1 gp120 antibody PG9; TR-FRET gp120-PG9 antibody binding; inhibition, % at 6.7 µM; 360,000 compounds, 0.43% hits; AID 624416; in the data active means inhibition above about 8.5%
The depositor's hits bear a star; · = not tested or not shown.

nr	smiles	SMARCA2 act	NPR1 activator	ASAP1 inh	ARFGAP1 inh	ABHD4 inh	HTRA1 inhibitor	rCAG binder	Rev-erbA mod	GC-B act	PG9 binder
1	O=c1c2ccccc2ncn1/N=C/c1ccccc1	5	5	-3	8	3	9	-1	7	-8	2.7
2	CCN(CC(=O)Nc1ccccc1C(F)(F)F)C(=O)CCOc1ccccc1C	-2	3	-7	4	-1	-1	-11	3	1	0.3
3	Fc1c(F)c(F)c(NC2=NCCCCC2)c(F)c1F	-3	0	1	1	-14	4	0	1	-2	-1.6
4	Cc1c(C#N)c(O)n(CCO)c(=O)c1N=Nc1ccc(S(N)(=O)=O)cc1	-5	-6	4	1	7	6	4	2	-6	-5.2
5	COC(=O)c1ccc2nc(-c3ccccc3)c(Cc3ccccc3C(F)(F)F)n2c1	1	12	2	5	0	·	8	22*	15	0.6
6	CCCCn1c(-c2sccc2C)n[nH]c1=S	-1	-5	-8	1	-5	10	1	-7	-6	2.2
7	Cc1cc(C)n2[nH]c(=O)c(N=Nc3ccccc3)c2n1	2	-10	-3	-2	9	1	-1	13	-21	-9.8
8	OCCCNc1nc(-c2ccccc2)c2cc(Cl)ccc2n1	-1	-3	-2	2	-5	·	1	-7	1	-1.3
9	COc1ccc(Cn2nnnc2C(c2ccccc2Cl)N2CCN(C3CCCC3)CC2)cc1 (stereo unspecified)	0	-5	7	14	4	-14	-10	5	-7	1.2
10	CSc1nc(=O)n(-c2ccccc2)c(C)c1C(C)=O	-3	8	1	7	-1	4	1	-3	0	1.3

Part of the list above, reduced to ABHD4 inh:
item	structure	ABHD4 inh
5	COC(=O)c1ccc2nc(-c3ccccc3)c(Cc3ccccc3C(F)(F)F)n2c1	0
6	CCCCn1c(-c2sccc2C)n[nH]c1=S	-5

(more compounds)
nr	smiles	SMARCA2 act	NPR1 activator	ASAP1 inh	ARFGAP1 inh	ABHD4 inh	HTRA1 inhibitor	rCAG binder	Rev-erbA mod	GC-B act	PG9 binder
11	Cc1ccc(S(=O)(=O)Nc2ccc3cc([N+](=O)[O-])ccc3c2[N+](=O)[O-])cc1	-8	0	4	-17	-59	-34	83*	0	3	-0.6
12	COc1ccc(-c2csc(NC(=O)CSc3nc(C)nc4sc(C(=O)O)c(C)c34)n2)cc1	2	-3	-16	2	-28	-24	42*	-4	-4	-0.4
13	O=C(Cc1c[nH]c2ccccc12)N1CCN(S(=O)(=O)c2ccc(Cl)cc2)CC1	-4	-6	15	5	3	-15	7	1	-5	-3.4
14	CCOC(=O)C1=C(C)NC(C)=C(C(=O)OCC)C1C(=O)OCC(=O)NCc1ccccc1	-2	-6	-8	7	-1	-2	2	-2	-2	-1.7
15	CS(=O)(=O)N(CC(=O)N1CCN(Cc2ccccc2)CC1)c1cccc(Cl)c1	0	5	7	-3	-3	-5	-5	11	4	-0.9
16	Cc1ccc(C2(O)CN(c3ccccc3)C3=[N+]2CCS3)cc1 (stereo unspecified)	-3	-3	14	9	0	-29	6	-1	1	0.0
17	Cc1ccc(-c2cc(-c3ccco3)c(C#N)c(=O)[nH]2)cc1	-3	-2	-2	3	13	32	18	-12	-1	0.0
18	O=C(Cc1cccs1)Nc1cccc(-c2ccc3nncn3n2)c1	0	-4	-1	2	1	-6	4	-4	-2	0.3
19	CN(C)c1ccc(S(=O)(=O)NCC(=O)N2CCN(c3ccccc3)CC2)cc1[N+](=O)[O-]	-1	-1	-2	-4	2	-7	0	-4	-3	2.6
20	C[C@H](NC(=O)[C@@H]1CCCN1C(=O)[C@@H]1CCCN1)c1ccccc1	-8	1	7	4	6	·	1	1	-1	-0.9
21	CC(C)(C)c1ccc(S(=O)(=O)N2CCCC(C(=O)NCc3cccs3)C2)cc1 (stereo unspecified)	-2	1	·	·	1	·	0	-3	2	·
22	Cc1ccc([C@H]2C(C(=O)O)=CC[C@@H](c3ccc(C(C)C)cc3)N2S(=O)(=O)c2ccc(C)cc2)cc1	-3	-5	-14	-16	-17	-80	88*	-12	-1	0.7
23	N#CCCN(C(=O)COC(=O)C1CCN(S(=O)(=O)c2ccc3c(c2)OCCO3)CC1)c1ccccc1	-2	3	1	-10	7	2	-1	0	0	-1.5
24	Cc1nonc1C(=O)N/N=C/c1cccc(O)c1	5	-1	9	16	-8	-9	4	0	0	-3.8
25	Oc1c(Br)cc(Br)c(/C=N/n2c(-c3ccccc3)n[nH]c2=S)c1Br	3	-1	-9	-21	9	3	59*	2	0	-2.3
26	Cc1cc(OCC(=O)Nc2cccc(S(=O)(=O)NC3=NCCCCC3)c2)ccc1Cl	-5	3	12	-1	-12	-23	3	2	6	-0.2
27	O=C(NC1c2ccccc2-c2ccccc21)c1ccccc1	2	1	-9	-2	-1	-1	-1	1	3	-0.8
28	Cc1ccc(C(=O)N/N=C/c2ccc3c(c2)OCO3)o1	6	-4	-2	5	3	3	2	-1	-4	-0.3
29	CC(=O)Nc1c(Br)cc2c(c1Br)Cc1cc(Br)ccc1-2	0	18	-11	-4	4	-4	7	3	5	-4.4
30	CCc1ccc(NC(=O)COc2ccc3c(c2)OCO3)cc1	0	0	-2	1	3	-12	-3	0	2	1.7

Reprinted at random: 4 compounds from above.
nr	smiles	SMARCA2 act	NPR1 activator	ASAP1 inh	ARFGAP1 inh	ABHD4 inh	HTRA1 inhibitor	rCAG binder	Rev-erbA mod	GC-B act	PG9 binder
5	COC(=O)c1ccc2nc(-c3ccccc3)c(Cc3ccccc3C(F)(F)F)n2c1	1	12	2	5	0	·	8	22*	15	0.6
6	CCCCn1c(-c2sccc2C)n[nH]c1=S	-1	-5	-8	1	-5	10	1	-7	-6	2.2
19	CN(C)c1ccc(S(=O)(=O)NCC(=O)N2CCN(c3ccccc3)CC2)cc1[N+](=O)[O-]	-1	-1	-2	-4	2	-7	0	-4	-3	2.6
3	Fc1c(F)c(F)c(NC2=NCCCCC2)c(F)c1F	-3	0	1	1	-14	4	0	1	-2	-1.6

More records
nr	smiles	SMARCA2 act	NPR1 activator	ASAP1 inh	ARFGAP1 inh	ABHD4 inh	HTRA1 inhibitor	rCAG binder	Rev-erbA mod	GC-B act	PG9 binder
31	COc1ccc(CCN=C(N)NS(=O)(=O)c2ccc3ccccc3c2)cc1	-2	-24	2	-4	-5	-16	0	1	-8	0.0
32	COc1ccc(Br)cc1S(=O)(=O)NCc1ccccn1	-2	-1	-2	11	-5	6	-1	-2	2	-0.3
33	C=CCSc1nc(N(CC)CC)c2sccc2n1	2	-5	-6	5	-3	-18	0	1	-2	-2.0
34	CCOC(=O)NN1C(=O)c2ccccc2NC1c1ccc(OC)c(OC)c1 (stereo unspecified)	4	-4	3	11	5	-6	-3	-1	0	-2.3
35	COc1cccc(N2CC(NC(=O)C(=O)c3c(C)[nH]c4ccccc34)CC2=O)c1 (stereo unspecified)	-3	-4	-12	-1	-3	-4	0	-2	-13	0.2
36	CC(C)NC(=O)C1CCN(C2CCN(C(=O)/C=C/c3cccs3)CC2)CC1	-1	-3	2	13	4	6	-6	-3	-3	-1.3
37	COc1ccc(CCNC(=O)NC2CCCCC2)cc1	0	0	0	-2	-2	3	0	1	-2	1.6
38	COc1ccc(C(C)(C)C)cc1NC(=O)CNc1cccc2ccccc12	-6	-4	8	3	15	9	15	-7	-2	0.6
39	Cc1cc([N+](=O)[O-])nn1CC(=O)N1CCOCC1	-1	5	-15	3	3	8	0	0	-3	-0.8
40	Cc1cccc(Nc2nnc(-c3ccc(N4CCOCC4)c([N+](=O)[O-])c3)c3ccccc23)c1	-2	32	-4	-5	0	-33	8	-3	48*	-0.9
41	NS(=O)(=O)c1ccc(CCNC(=O)COC(=O)c2nc(Cl)ccc2Cl)cc1	-1	-1	-1	-5	1	8	9	-3	4	-1.2
42	CCOc1ccc(S(=O)(=O)NN)cc1	2	1	5	10	-1	-2	3	-1	2	-3.5
43	COc1cc(NC(=O)Nc2nnc([C@H]3C[C@H](O)[C@@H](CO)O3)s2)cc(OC)c1OC	-1	-4	4	0	-11	·	4	0	-7	-0.1
44	O=CNc1ccccc1	-4	-1	2	-1	-6	-1	-1	-1	0	0.5
45	COc1cccc(C2(O)CCN(C(=O)Cc3cccnc3)CC2)c1	-2	-1	0	2	-18	8	-4	2	1	-0.4
46	S=c1[nH]c2ncccc2o1	-2	3	5	8	-3	1	0	-4	5	-3.4
47	CCOC(=O)c1sc(NC(=O)C2CCC2)cc1C	4	-3	4	-7	-12	-4	7	-3	-2	-3.1
48	N/C(=N\OC(=O)c1ccc(Cl)cc1)c1ccccn1	1	2	0	4	-4	1	1	2	-1	-1.7
49	CCOC(=O)CSc1nc(-c2ccccn2)ncc1OC	-2	-6	2	-1	-1	1	-3	0	-1	-1.5
50	CC(=O)Nc1ccc(N2C(=O)CSC2c2ccccc2[N+](=O)[O-])cc1 (stereo unspecified)	-2	0	-3	-10	-8	-4	-1	-4	3	1.0
51	Cc1ccc(Nc2nc(-c3ccc(C)cc3)c(CC(=O)O)s2)cc1	1	10	-7	-5	-51	-39	16	6	2	0.8
52	Cn1c(-c2ccc(F)cc2)cc2onc(-c3c(F)cccc3Cl)c2c1=O	10*	2	4	1	2	5	32	-2	0	-1.2
53	CCOc1ccc(C(=O)Nc2ccc(NC(=O)c3ccco3)c(Cl)c2)cc1Br	3	3	14	12	-2	-7	7	11	-8	36*
54	C#CCn1c(=NC(=O)c2cc(-c3cccs3)nc3ccccc23)sc2cc(S(N)(=O)=O)ccc21	0	0	2	7	3	-19	9	4	-3	-1.2
55	CC(=O)c1cc(-c2ccccc2)n(CC(=O)Nc2cccc(C)c2C)c1C	4	5	-3	-4	0	1	2	0	4	-0.4
